# Screening results from PubChem.
# WRN helicase inh: blocks human WRN helicase. AID 651768. Potency, µM (top dose mostly 114 µM), without a hit: top-dose activity change, negative = inhibition, most hits filed as inhibitors. 0.46% of 360,000 active. WRN helicase unwinding, fluorescent forked duplex, kinetic; note: potency is the fitted concentration of half-maximal effect; % is set by controls: 0 for no effect and ±100 for the full control effect; nearly all actives have a fitted effect of over 55% in size
#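 Enzyme (20 nM final) and test compound sit together 15 min at room temperature before substrate addition. Substrate is a single-forked duplex oligonucleotide (100 nM) labelled with fluorophore and quencher, with 2 mM ATP; helicase unwinding raises red fluorescence, read kinetically.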
# PLK1 PBD block: inhibitors of human PLK1 polo-box domain binding. Plk1 PBD binding of FITC phosphopeptide, fluorescence polarization. Potency, µM, for the others: max response, negative = inhibition, actives largely listed as inhibitors. 2.8% of 360,000 active. P53350; note: potency is the fitted concentration of half-maximal effect; series mostly up to about 57 µM; % is set by controls: 0 for no effect and ±100 for the full control effect; nearly all actives have a fitted effect of over 65% in size
# EPAC1 ag: agonists of human EPAC1; EPAC1 agonist qHTS, biochemical assay; response scale: 100% = response to 6.5 mM cAMP; 0.073% of 360,000 active; Potency, µM (doses to about 154 µM), for the others: at the top dose activation, usual class: activators; note: potency is the fitted concentration of half-maximal effect; nearly all actives have a fitted effect of over 60% in size
# Target sequence (O95398 whole entry, looked up): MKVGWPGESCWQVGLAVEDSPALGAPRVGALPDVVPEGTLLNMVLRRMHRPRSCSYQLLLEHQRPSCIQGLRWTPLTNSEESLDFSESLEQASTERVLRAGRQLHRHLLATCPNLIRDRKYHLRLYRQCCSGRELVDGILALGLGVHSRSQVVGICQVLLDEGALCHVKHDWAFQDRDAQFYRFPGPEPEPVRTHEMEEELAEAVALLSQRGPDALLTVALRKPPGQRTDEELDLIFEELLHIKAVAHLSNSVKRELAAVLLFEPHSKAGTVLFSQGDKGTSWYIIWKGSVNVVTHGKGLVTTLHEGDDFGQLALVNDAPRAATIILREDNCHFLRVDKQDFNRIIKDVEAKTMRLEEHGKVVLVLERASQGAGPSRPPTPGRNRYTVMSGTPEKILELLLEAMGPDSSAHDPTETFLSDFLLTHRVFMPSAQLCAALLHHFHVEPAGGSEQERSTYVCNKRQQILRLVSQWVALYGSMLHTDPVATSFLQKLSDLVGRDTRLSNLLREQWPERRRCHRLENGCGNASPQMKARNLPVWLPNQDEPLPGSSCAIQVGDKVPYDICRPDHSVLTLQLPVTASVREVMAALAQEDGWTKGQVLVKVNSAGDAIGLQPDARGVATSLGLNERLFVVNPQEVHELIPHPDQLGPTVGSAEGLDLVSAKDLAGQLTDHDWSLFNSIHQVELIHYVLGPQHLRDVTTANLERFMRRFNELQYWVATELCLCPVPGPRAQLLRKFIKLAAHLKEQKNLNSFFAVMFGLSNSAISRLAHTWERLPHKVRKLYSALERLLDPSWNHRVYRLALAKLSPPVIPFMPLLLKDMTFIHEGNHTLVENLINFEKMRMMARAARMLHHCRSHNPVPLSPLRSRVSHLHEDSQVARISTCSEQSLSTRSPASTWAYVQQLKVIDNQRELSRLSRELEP
#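 EPAC1 100 nM, Rap1B–BODIPY-GDP 250 nM, unlabeled GDP 50 uM; compound titration; 5 min RT; kinetic read ex480/em540 at 5-min intervals ×30 min; data normalized to 6.5 mM cAMP agonist control.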
# EPAC1 antagonist: blocks human EPAC1 exchange factor. O95398. EPAC1 GEF assay, Rap1b-BODIPY-GDP exchange fluorescence. Potency, µM (highest dose often 115 µM), for inactives: at the highest dose activity change, negative = inhibition, actives largely listed as inhibitors. 0.14% of 360,000 active;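 note: potency is the fitted concentration of half-maximal effect; plate controls were vehicle for no effect and positive control for full effect; nearly all actives have a fitted effect of over 50% in size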
# Mm-Cpn inhibitor: M. maripaludis TRiC chaperonin inhibition; purified Mm-Cpn ATPase, ADP Transcreener TR-FRET; Potency, µM (doses to about 76.9 µM), for inactives: at the highest dose activity, negative = inhibition, most hits filed as inhibitors; 0.031% of 330,000 active; AID 504842; note: potency is the fitted concentration of half-maximal effect; % is set by controls: 0 for no effect and ±100 for the full control effect; nearly all actives have a fitted effect of over 80% in size
#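 ATPase read-out: TR-FRET ADP immunoassay (anti-ADP Eu cryptate vs ADP-d2), ex 320 nm, em 590/665 nm; signal drops as ADP forms. Enzyme 25 nM, ATP 10 uM, 30 min at 37°C after 10 min compound preincubation.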
# CCT modulator: cytosolic chaperonin activity modulation; purified chaperonin ATPase assay, HTRF ADP detection, 30 min; activity change, % (test concentration not listed), hits read low; 0.3% of 360,000 active; in the data active = activity change below about -30%; note: % is set by controls: 0 for no effect and ±100 for the full control effect
#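 Enzyme 40 or 20 nM (batch-dependent) in Tris pH 7.4/KCl/MgCl2/DTT; cpd 76 uM single point; ATP 10 uM; 30 min 37 °C; Transcreener ADP HTRF detection, 30 min RT; ratio 665/615.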
# EPAC2 antag: EPAC2 (human) antagonism | Q8WZA2 | EPAC2 GEF exchange of Rap1B-BODIPY-GDP, fluorescence | Potency, µM (top dose mostly 114 µM), inactives show at the highest dose activity, negative = inhibition, usual class: inhibitors | 0.18% of 360,000 active | AID 720708; note: potency is the fitted concentration of half-maximal effect; % is set by controls: 0 for no effect and ±100 for the full control effect; nearly all actives have a fitted effect of over 45% in size; many of its hits are not listed in these tables
# PI5P4Ka inh: blocks human PI5P4K alpha kinase activity | P48426 | PI5P4Kalpha enzyme, ADP-Glo luminescence, 60 min; stronger effect = lower value | max response, % | 1.2% of 330,000 active | AID 652105; active = max response of -50% or lower; inconclusive = between -30% and -50%; inactive = -30% or higher; note: value at the top dose of about 77 µM; % is set by controls: 0 for no effect and ±100 for the full control effect
#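 Reactions run in 0.038 M HEPES pH 7.4, 0.28 mM EGTA, 0.1% CHAPS and 5% DMSO, with PI5P4Kalpha, substrate, compound and 5 microM ATP final, one hour at room temperature. Readout is ADP-Glo luminescence.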
# * marks the source's active call; other numbers are inactive results; ? = inconclusive; nt = not tested or not shown; [ ] = remark or other dose. Unless noted, calls come from the whole dose curve; as a rule, active = well fitted curve in the direction sought with a large enough effect; inconclusive = small, poorly fitted or top-dose-only effect, or another doubt; inactive = no such curve, though single readings can be large; an effect the other way counts as inactive or inconclusive. Not all compounds are listed (hit frequency here may not be typical).
Molecule	WRN helicase inh	PLK1 PBD block	EPAC1 ag	EPAC1 antagonist	Mm-Cpn inhibitor	CCT modulator	EPAC2 antag	PI5P4Ka inh
CC(C)CSC1=NSC2=NC(=O)/C(=C\c3cccs3)C(=N)N12	-34%	?	-9%	-4%	2%	-2.4	-8%	?
COc1ccc(C(=O)NC2CC2)cc1OC1CCN(Cc2cc(C)cc(C)c2)CC1	0%	-1%	-6%	-17%	-3%	-0.4	-9%	0
COc1cc([N+](=O)[O-])ccc1NC(=O)NNC(=O)c1sccc1C	-2%	3%	-5%	-9%	1%	0.4	-10%	-2
CCN1CN=C(NS(=O)(=O)c2ccc(C)cc2)NC1	-2%	0%	5%	3%	2%	-1.1	-4%	nt
COc1cc(OC)c2c(-c3cccc(-c4ccc(NC(C)=O)cc4)c3)cc(=O)oc2c1	-8%	5%	-1%	-3%	-1%	1.0	-24%	-6
COC(=O)c1ccc(SC2CCCCC2)c([N+](=O)[O-])c1	4%	-1%	4%	6%	1%	-0.4	-1%	14
COc1ccc(NC(=O)c2cc(C)nc3ccccc23)cc1S(=O)(=O)Nc1ccccc1Cl	0%	-7%	0%	-2%	0%	-4.9	-8%	-7
COCc1nc2ccccc2n1Cc1ccc(Br)cc1	3%	-12%	3%	-4%	-1%	-4.5	0%	-2
CCOC(=O)[C@]12CCC=C1N(CCC1=CCCCC1)C(=O)[C@H](CC(=O)N1CCOCC1)C2	-6%	-2%	4%	2%	nt	-2.4	4%	-1
O=C(CCNS(=O)(=O)c1ccccc1C(F)(F)F)NC1CCCCCC1	2%	-8%	0%	-8%	1%	-2.0	-5%	3
CC(C)(C)OC(=O)CNC(=O)c1nc[nH]c1C(=O)NCc1ccc(CNC(=O)OC(C)(C)C)cc1	-4%	-10%	-14%	-22%	0%	1.5	?	0
NC(=O)c1ccc(C2SCC(=O)N2CCc2ccccc2)cc1 (centres undefined)	7%	-9%	5%	1%	1%	0.7	1%	-4
CC(=O)c1cc2c(cc1NC(=O)CSc1nnc(C3CC3)n1C)OCO2	-1%	-4%	15%	5%	nt	-0.2	8%	2
Cc1cc(C(=O)N/N=C/c2c(CO)cnc(C)c2O)c2ccccc2n1	0%	-1%	16%	-20%	-4%	0.8	-1%	-3
CC(=O)Nc1ccc(Nc2ccc3c4c(cc(=O)n3C)-c3ccccc3C(=O)c24)cc1	-26%	-16%	8%	-18%	2%	-1.9	-7%	-1
Cc1cccc(NC(=O)COC(=O)c2ccc3c(=O)n4c(nc3c2)CCC4)c1	-6%	-9%	-3%	-5%	-2%	-0.7	16%	-4
COc1ccc(Cl)cc1NC(=O)CCc1nnc2ccc(N3CCN(C)CC3)nn12	9%	-10%	2%	-21%	3%	-3.9	2%	2
C=C(C)C(O)Cc1c(OC)ccc(C(=O)/C=C/c2ccc(O)cc2)c1O (centres undefined)	-7%	-5%	-5%	-28%	1%	-1.4	-13%	-20
Oc1cccc(/C=N/N2CCN(C3c4ccccc4-c4ccccc43)CC2)c1	-13%	7%	15%	0%	-1%	-0.1	-4%	36
O=C(COc1ccc2ccc(=O)oc2c1)NCCc1c[nH]c2ccc(F)cc12	-6%	-15%	-1%	17%	-3%	-1.2	1%	1
CCN1C(=O)[C@H]2[C@@H](c3ccc(C)cc3)N3C(=O)N(c4cccc(F)c4)C(=O)[C@@]3(CC)[C@H]2C1=O	-2%	?	-6%	8%	1%	-4.6	13%	2
C=CCOC(=O)C1=C(C)NC(SCC(=O)Nc2nccs2)=C(C#N)C1c1ccc(Cl)cc1 (centres undefined)	-1%	-15%	12%	?	1%	-2.4	-7%	-2
COc1ccccc1-n1cccc1C=O	3%	-19%	1%	-10%	0%	-3.7	5%	-5
O=C(NCCCO)C(=O)NCCc1ccc(Cl)cc1	-14%[57.1 µM]	5%	-1%	15%	0%	-4.0	-17%	1
CC1CC(C)CN(c2ccc([N+](=O)[O-])cc2-c2nn[nH]n2)C1 (centres undefined)	?	-11%	5%	32%[activator]	1%	-3.8	-5%	-6
COc1ccc(N2CCN(C3CCCN(Cc4ccc(F)c(F)c4)C3)CC2)cc1 (centres undefined)	2%	-3%	1%	-13%	?	-0.8	14%	-1
Cc1ccc(NS(=O)(=O)c2cc(C(=O)NCCCN(C)C)ccc2Cl)cc1Cl	8%	-4%	-2%	0%	-2%	0.6	12%	2
CSc1c(C#N)c(N)nc2sc(C(=O)c3ccc(Cl)c(Cl)c3)c(N)c12	-14%	?	100µM*	-1%	1%	-2.5	11%	-14
COc1ccc(-c2coc3c(C(=O)NCCN(C)C)cccc23)c(C)c1	-4%	1%	10%	-5%	nt	-6.1	-5%	-6
COc1ccc(C(=O)N2CCN(c3ccc(C)cc3C)CC2)cc1OC	-5%	-6%	-10%	-18%	0%	1.3	-17%	-11
N#C/C(=C(/O)C(Cl)(Cl)Cl)c1nc2ccccc2[nH]1	0%	-10%	-2%	-7%	-1%	-0.9	13µM*	-14
CC(=O)Nc1ccc(S(=O)(=O)NNC(=O)COc2ccc(C(C)(C)C)cc2)cc1	-24%	27µM*	11%	-1%	-3%	-0.5	-5%	2
O=C(NCCCN1CCCC1=O)c1cncc(Br)c1	-9%	-6%	8%	-1%	0%	-1.7	-3%	nt
CN(C)S(=O)(=O)c1ccc(NC(=O)N2CCN(c3cccc(C(F)(F)F)c3)CC2)cc1	-18%	-7%	-4%	-22%	2%	1.3	-9%	6
CCn1c(=O)n(CC)c2cc(S(=O)(=O)N3CCc4ccccc43)ccc21	-1%[11.6 µM]	-7%	26%	-22%	1%	1.8	-2%	nt
CCN(CC)S(=O)(=O)c1ccc(NC(=O)C(C)N(c2ccc(OC)cc2)S(C)(=O)=O)cc1 (centres undefined)	-6%	6%	9%	-14%	-2%	-0.1	-14%	nt

# Next section, overlapping the part above by three compounds.
Molecule	WRN helicase inh	PLK1 PBD block	EPAC1 ag	EPAC1 antagonist	Mm-Cpn inhibitor	CCT modulator	EPAC2 antag	PI5P4Ka inh
CN(C)S(=O)(=O)c1ccc(NC(=O)N2CCN(c3cccc(C(F)(F)F)c3)CC2)cc1	-18%	-7%	-4%	-22%	2%	1.3	-9%	6
CCn1c(=O)n(CC)c2cc(S(=O)(=O)N3CCc4ccccc43)ccc21	-1%[11.6 µM]	-7%	26%	-22%	1%	1.8	-2%	nt
CCN(CC)S(=O)(=O)c1ccc(NC(=O)C(C)N(c2ccc(OC)cc2)S(C)(=O)=O)cc1 (centres undefined)	-6%	6%	9%	-14%	-2%	-0.1	-14%	nt
Cc1cccc(NC(=O)C(=O)NCC2CCCN2S(=O)(=O)c2cccs2)c1 (centres undefined)	3%	5%	-9%	8%	nt	1.6	0%	-12
CN(C(=O)COC(=O)c1c2c(nc3ccccc13)/C(=C/c1cccc([N+](=O)[O-])c1)CCC2)C1CCS(=O)(=O)C1 (centres undefined)	0%	2%	2%	-9%	-1%	0.4	-1%	-1
CCCNC(=O)Nc1ccc(C(F)(F)F)cc1	8%	?	-3%	1%	-1%	0.8	-6%	-7
CC(=O)c1cccc(OCC(=O)Nc2ccccc2N2CCOCC2)c1	9%	-2%	-5%	7%	1%	0.8	-6%	-3
O=C(CN1CCC(NC(=O)Nc2ccccc2)CC1)Nc1ccc([N+](=O)[O-])cc1	5%	-3%	2%	-2%	1%	0.2	1%	4
COc1ccc(NC(=O)C2CCCN(c3cnccn3)C2)c(OC)c1 (centres undefined)	2%	-4%	7%	25%	3%	-1.5	6%	-5
CC(C)NC(=O)N(C)C[C@H]1Oc2c(NS(=O)(=O)c3ccccc3)cccc2C(=O)N([C@H](C)CO)C[C@@H]1C	2%	1%	-4%	-15%	-1%	-0.9	3%	0
O=C(CSc1ccc(F)cc1)N1CCOCC1	3%	-18%	8%	10%	1%	0.9	-3%	1
Cc1c(/C=N/NC(=O)c2ccc(O)cc2)c2ccccn2c1C(=O)c1ccc(F)cc1	-17%	-9%	-4%	14%	2%	0.1	18%	?
CC1(C(=O)NS(=O)(=O)Cc2ccccc2)CCN1C(=O)C1(c2ccc(Cl)cc2)CCC1 (centres undefined)	2%	-5%	-9%	-9%	nt	-0.3	0%	2
Cc1cccc(C(O)c2ncc(-c3cccc(C(F)(F)F)c3)[nH]2)c1C (centres undefined)	-5%	3%	-10%	-5%	nt	-0.4	2%	10
Cc1ccc2c(C)c(C(=O)N3CCN(C4CCS(=O)(=O)C4)CC3)oc2c1C (centres undefined)	-15%	-9%	-18%	-6%	-2%	-0.9	-2%	2
O=C(CN(C(=O)Cn1nnc(-c2cccs2)n1)c1ccc2c(c1)OCCO2)NCC1CCCO1 (centres undefined)	-2%	-8%	6%	10%	2%	1.8	15%	-1
Cc1ccc(NC(=O)c2sc3ncn(CC(=O)N4CCN(c5ccccn5)CC4)c(=O)c3c2C)cc1F	-3%	?	5%	-24%	-4%	-0.6	-1%	4
Cc1nc(SCC(=O)NC2(C#N)CCCC2)n(CC(C)C)c1C	-2%	-24%	-4%	6%	0%	-1.0	-5%	-6
O=C1NN=C(c2ccc(Br)cc2)CC1c1ccc(Cl)cc1 (centres undefined)	-10%	-6%	16%	-14%	1%	-0.9	-24%	7
CC(Cc1cccnc1)NC(=O)c1cc(COc2ccc(F)cc2F)on1 (centres undefined)	-5%	-1%	-6%	4%	-2%	0.2	-4%	2
CCc1ccc(NC(=O)CCc2nc3cccnc3n2Cc2ccc(OC)cc2)cc1	0%	-6%	13%	-19%	0%	-0.5	-5%	-1
COc1ccccc1CNc1ncnc2sccc12	10%	-1%	10%	12%	-6%	0.1	-8%	-1
Cc1cccc(NC(=O)c2ncn3c2C(=O)NC[C@H]3C)c1	-6%	5%	-6%	-8%	nt	-0.1	-9%	8
Cc1nnsc1C(=O)NC1CCCc2c1cnn2-c1ccccc1F (centres undefined)	-31%	1%	4%	-14%	-2%	-0.7	-7%	1
COc1ccc(NC(=O)Nc2ccc(C(=O)N3CCOCC3)cc2)cc1	7%	-8%	1%	5%	2%	-0.4	5%	-2
CCCC(C)NC(=O)CN1C(=O)c2cccc3cccc1c23 (centres undefined)	-32%	-17%	3%	-4%	0%	-5.4	7%	-2
